Screening data as filed in PubChem BioAssay.
p53ts 39C tox – cytotoxicity in p53ts cells at nonpermissive temperature | H1299-p53A138V viability at 39C, ATP luminescence, 24 h | Potency, µM (series often up to 46.1 µM), inactives show at the top dose activity change, negative = cell killing, hits mostly cytotoxic | hit rate 1.5% among 130,000; also: nearly all actives have a fitted effect of over 55% in size
IkB signaling – suppresses IkB signaling in ABC-DLBCL reporter cells; ABC-DLBCL IkBa-CBG/CBR dual luciferase ratio, 4 h; response scale: scaled: untreated 0%, proteasome inhibitor 100%; Potency, µM (highest dose often 57.1 µM), without a hit: at the top dose IkBa stabilization activation; hit rate 0.04% among 110,000; active = well fitted curve in the direction sought with a large enough effect in the signal ratio, not every such curve was filed as active; inconclusive = small, poorly fitted or top-dose-only effect, or a change in a side signal; the % refers to the signal ratio;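 also: the direction sought is a rising ratio; 0% = basal untreated cells and 100% = reference inhibitor full response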
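In this assay, an IκBα–CBG68 fusion accumulates when IKK-driven degradation is blocked; native CBR normalizes for cell number. OCI-Ly3 cells were treated 4 h with compound and doxycycline, then green and red light read after Chroma-Glo addition.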
Imprint erasure – genomic imprint erasure induction | AID 1948 | mouse ES Peg3-LacZ reporter, beta-gal luminescence, 40 h | Potency, µM (series often up to 60.7 µM), inactives show top-dose activity change, positive = activation, most hits filed as activators | hit rate 0.02% among 110,000;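 also: 0% = negative control wells on the plate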
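Imprint erasure is scored as LacZ activity from the silenced maternal Peg3 allele in feeder-free female ES cells cultured 40 h with LIF. Luminescence is normalized to in-plate negative controls and fitted to the Hill equation.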
p53ts 32C tox – cytotoxicity in p53ts cells at permissive temperature; H1299-p53A138V at 32C, ATP luminescence viability, 24 h; Potency, µM (titrated, usually from 46.1 µM), without a hit: at the top dose activity change, negative = cytotoxicity, usual class: cytotoxic; hit rate 0.93% among 130,000; AID 924;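 also: 0% = DMSO and -100% = full killing by reference compound; nearly all actives have a fitted effect of over 55% in size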
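Viability by ATPlite luminescence after 24 h compound treatment (up to 46 uM) at the permissive 32C. Cells are H1299 carrying p53 A138V. Scale runs from DMSO basal to 100 uM tamoxifen as full kill; AC50 from Hill fits.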
* marks the source's active call; other numbers are inactive results; [ ] = dose if it differs, or a comment. Unless noted, calls follow the shape of the dose curve; as a rule, active = well fitted curve in the direction sought with a large enough effect; inconclusive = small, poorly fitted or top-dose-only effect, or another doubt; inactive = no such curve, though single readings can be large; an effect the other way counts as inactive or inconclusive. Unless noted, % is scaled to controls: 0 for no effect and ±100 for the full control effect; potency is read from the fitted curve at half-maximal effect. Not a hit list. About 1.7% of those tested had a hit in this group.

`O=C(O)C1CCN(S(=O)(=O)N2CCOCC2)CC1` gave p53ts 39C tox 11%, IkB signaling -2.2%, Imprint erasure -8% and p53ts 32C tox -3%.
`Cc1noc(C)c1C(=O)N1CCC[C@@]2(CCN(C(=O)Nc3cccc(F)c3)C2)C1` gave p53ts 39C tox 2%, IkB signaling 2.6%[11.4 µM] and p53ts 32C tox -10%.
Screening COc1cccc(Nc2nc3ccccc3c3nncn23)c1 returned p53ts 39C tox -23%, IkB signaling inconclusive, Imprint erasure 11%[10.9 µM] and p53ts 32C tox -3%.
Screening COC(=O)c1ccc2[nH]c(C)cc(=O)c2c1 returned p53ts 39C tox 0%, IkB signaling 1.1%, Imprint erasure -4% and p53ts 32C tox -8%.
Screening Cc1ccc(CNC(=O)Cn2cccc2C(=O)c2ccccc2C)cc1 returned p53ts 39C tox 10%, IkB signaling inconclusive, Imprint erasure 4%[10.9 µM] and p53ts 32C tox 7%.
Screening COc1ccc2c(Cl)c(C(=O)NC3CCS(=O)(=O)C3)sc2c1 (configuration not stated) returned p53ts 39C tox 0%, IkB signaling -1.1%, Imprint erasure -6% and p53ts 32C tox 1%.
`CSc1ccc(CCNC(=O)c2sc3ncccc3c2-n2cccc2)cc1` gave p53ts 39C tox -19%, IkB signaling inconclusive, Imprint erasure -15%[10.9 µM] and p53ts 32C tox -29%.
For CC(C)(C)NC(=O)NC(=O)COC(=O)CNC(=O)c1cccc(F)c1 the results were p53ts 39C tox -4%, IkB signaling -0.1%, Imprint erasure -5% and p53ts 32C tox 11%.
Cc1noc(NS(=O)(=O)c2ccc(N)cc2)c1C was read as p53ts 39C tox -5%, IkB signaling inconclusive, Imprint erasure -6% and p53ts 32C tox -9%.
Screening CC(=O)c1cccc(NC(=O)CN(c2cccc(F)c2)S(C)(=O)=O)c1 returned p53ts 39C tox 4%, IkB signaling 3.0%, Imprint erasure -13% and p53ts 32C tox 3%.
`O=C(CCCN1C(=O)c2ccccc2C1=O)Nc1ccccn1` gave p53ts 39C tox 9%, IkB signaling -0.1%, Imprint erasure 10% and p53ts 32C tox 8%.
Cc1nn(C(=O)c2ccccc2)c2c1C(=O)CC(C)(C)C2 was read as p53ts 39C tox -1%, IkB signaling 6.0%, Imprint erasure -14% and p53ts 32C tox -6%.
Screening CC(=O)c1cccc(NC(=O)c2oc(=O)c3ccccc3c2-c2ccccc2)c1 returned p53ts 39C tox -6%, IkB signaling inconclusive, Imprint erasure -12%[10.9 µM] and p53ts 32C tox -10%.
Screening CN(C)Cc1ccccc1-c1ccc2ncnc(N(C)Cc3ccco3)c2c1 returned p53ts 39C tox -5%, IkB signaling 6.2%[11.4 µM], Imprint erasure -28% and p53ts 32C tox -8%.
For COCCCNC(=O)CCC(=O)N1Cc2ccccc2Oc2ncccc21 the results were p53ts 39C tox 7%, IkB signaling 0.1%, Imprint erasure 2%[10.9 µM] and p53ts 32C tox -2%.
Screening CN(C)c1oc(-c2ccccc2F)nc1C#N returned p53ts 39C tox -3%, IkB signaling -1.3%, Imprint erasure -5% and p53ts 32C tox 2%.
For COC(=O)c1cc(-c2cccc(OC)c2)on1 the results were p53ts 39C tox -15%, IkB signaling 0.7%, Imprint erasure -33%[inhibitor] and p53ts 32C tox -9%.
`Cc1ccc(OCC(=O)Nc2ccc(C(=O)OCc3cc(=O)n4nc(C5CC5)sc4n3)cc2)cc1` gave p53ts 39C tox -19%, IkB signaling -0.5%, Imprint erasure -11%[10.9 µM] and p53ts 32C tox -18%.
CCCN(C(=O)Cn1nc(Cc2ccncc2)c2ccccc2c1=O)c1ccccc1C was read as p53ts 39C tox 15%, IkB signaling 0.9%, Imprint erasure -15%[10.9 µM] and p53ts 32C tox 7%.
N#Cc1cnn(CC2CCCCC2)c1N was read as p53ts 39C tox -3%, IkB signaling 2.6%, Imprint erasure -4% and p53ts 32C tox 5%.
Screening COc1ccccc1C(=O)NCc1ccc2c(c1)CCN2C(=O)c1ccncc1 returned p53ts 39C tox 19%, IkB signaling -1.7%, Imprint erasure -18%[10.9 µM] and p53ts 32C tox -5%.
`COc1ccc(CN2CCN(S(=O)(=O)c3ccc(F)cc3)CC2)cc1OC` gave p53ts 39C tox -8%, IkB signaling 1.0%, Imprint erasure -14% and p53ts 32C tox -10%.
`CCN(CC)c1ccc(NC(=O)CN(C)S(=O)(=O)c2cccc3nsnc23)c(C)c1` gave p53ts 39C tox -7%, IkB signaling -2.8%, Imprint erasure 3%[10.9 µM] and p53ts 32C tox -4%.
Screening CCOC(=O)C1C(=O)CC(C)(O)C(C(=O)OCC)C1c1ccc(Br)o1 (configuration not stated) returned p53ts 39C tox -1%, IkB signaling -0.5%, Imprint erasure -10% and p53ts 32C tox 9%.

Filtered by structure, the compounds so far containing a furan ring, fused or not
Screening CN(C)Cc1ccccc1-c1ccc2ncnc(N(C)Cc3ccco3)c2c1 returned p53ts 39C tox -5%, IkB signaling 6.2%[11.4 µM], Imprint erasure -28% and p53ts 32C tox -8%.
Screening CCOC(=O)C1C(=O)CC(C)(O)C(C(=O)OCC)C1c1ccc(Br)o1 (configuration not stated) returned p53ts 39C tox -1%, IkB signaling -0.5%, Imprint erasure -10% and p53ts 32C tox 9%.

Other entries
Screening COc1cccc(Cn2c(=O)cc(C)c3c(C)nn(-c4ccc(C)cc4)c32)c1 returned p53ts 39C tox 13%, IkB signaling -2.1%, Imprint erasure 9%[10.9 µM] and p53ts 32C tox 33%[activator].
For COC(=O)c1ccc(CSc2ncnc3c2nnn3-c2ccc(F)cc2)o1 the results were p53ts 39C tox -7% and p53ts 32C tox -13%.
`Cc1nnc(SCC(N)=O)n1CC1CCCO1` (configuration not stated) gave p53ts 39C tox 8%, IkB signaling 2.4% and p53ts 32C tox -3%.
`CCCCCCn1c(CN2CCN(C(=O)c3ccco3)CC2)nc2c1c(=O)n(C)c(=O)n2C` gave p53ts 39C tox 12%, IkB signaling 3.7%, Imprint erasure -11% and p53ts 32C tox 3%.
Screening C[Si](C)(c1ccc(C(=O)O)cc1)c1ccc(C(=O)O)cc1 returned p53ts 39C tox -4%[9.22 µM], IkB signaling 0.2%[11.4 µM], Imprint erasure 7%[10.9 µM] and p53ts 32C tox 10%[9.22 µM].
`Cc1ccc(-c2csc(NC(=O)c3ccno3)n2)cc1` gave p53ts 39C tox -10%, IkB signaling 1.0%, Imprint erasure -7% and p53ts 32C tox -1%.
Screening O=C(Cn1cnc2c(cnn2-c2ccc(F)cc2)c1=O)NCc1ccco1 returned p53ts 39C tox -6%, IkB signaling -0.3%, Imprint erasure -24% and p53ts 32C tox 20%.
For O=C(c1cccs1)N1CCN(S(=O)(=O)N2CCOCC2)CC1 the results were p53ts 39C tox -2%, IkB signaling -2.6%, Imprint erasure -2% and p53ts 32C tox 3%.
For Cn1cc(SCC(=O)NCc2ccc3c(c2)OCO3)c2ccccc21 the results were p53ts 39C tox 6%, IkB signaling -3.8%, Imprint erasure -87%[inhibitor] and p53ts 32C tox -15%.
CCCCNC(=O)C(c1ccc(OCC(=O)OC)c(C(=O)OC)c1)N(CCc1ccccn1)C(=O)CCCCCN1C(=O)NC(c2ccc(-c3ccccc3)cc2)C(C(=O)OCc2ccccc2)=C1C (configuration not stated) was read as p53ts 39C tox 38%[activator], Imprint erasure -17% and p53ts 32C tox inconclusive.
Screening CCC(C)NC(=O)Cn1ncc2c([nH]c3ccc(C)cc32)c1=O (configuration not stated) returned p53ts 39C tox -6%, IkB signaling 0.1%, Imprint erasure -9%[10.9 µM] and p53ts 32C tox 17%.
Screening CC(C)CN(CC(C)C)S(=O)(=O)c1ccc(C(=O)Nc2sc3c(c2C(N)=O)CC(C)(C)NC3(C)C)cc1 returned p53ts 39C tox -25%, IkB signaling -0.6%, Imprint erasure 5%[10.9 µM] and p53ts 32C tox 8%.
Cc1nc(-c2ccccc2)sc1-c1ccc(SCC(=O)NCc2ccccc2Cl)nn1 was read as p53ts 39C tox -17%, IkB signaling -1.4%, Imprint erasure -18%[10.9 µM] and p53ts 32C tox -3%.
For O=C(NCCCN1CCN(c2ccccc2F)CC1)C1CCN(S(=O)(=O)N2CCOCC2)CC1 the results were p53ts 39C tox -8%, IkB signaling 0.7%, Imprint erasure -13% and p53ts 32C tox -7%.
Screening COc1ccc(CNc2nc3c(-c4cccc(F)c4)nnn3c3ccccc23)cc1 returned p53ts 39C tox 13µM*, IkB signaling -1.1%, Imprint erasure -8%[10.9 µM] and p53ts 32C tox inconclusive.
CC(C)Cc1nc2oc3c(=O)[nH]cnc3c2c2c1CCC2 was read as p53ts 39C tox 12%, IkB signaling -1.1%, Imprint erasure -5% and p53ts 32C tox -1%.
Screening CC(C)Cn1c(NCCN(C)C)nc2c1c(=O)[nH]c(=O)n2C returned p53ts 39C tox 0%, IkB signaling 4.8% and p53ts 32C tox -1%.
Screening COc1ccc(Cl)cc1C(=O)Nc1ccc2oc(-c3ccc(C(C)(C)C)cc3)nc2c1 returned p53ts 39C tox 0%, IkB signaling inconclusive, Imprint erasure -10%[10.9 µM] and p53ts 32C tox -18%.
Screening CCC(C)c1ccc(OCC(=O)Nc2ccc(-c3nc4ncccc4o3)cc2)cc1 (configuration not stated) returned p53ts 39C tox 10µM*, IkB signaling -0.9%, Imprint erasure -18%[10.9 µM] and p53ts 32C tox inconclusive.
For CCC(c1nnc(SCC(=O)Nc2nnc(-c3ccccc3)o2)o1)N(C)C (configuration not stated) the results were p53ts 39C tox -9%, IkB signaling -0.5%, Imprint erasure 26% and p53ts 32C tox -1%.
For COc1ccccc1N1CCN(C(=O)c2cnn(-c3ccc(C)c(C)c3)c2C2CCN(C(=O)OC(C)(C)C)CC2)CC1 the results were p53ts 39C tox -15%, IkB signaling -2.8%, Imprint erasure 7%[10.9 µM] and p53ts 32C tox 22%.
COc1ccc(OC)c(CNc2sc3c(c2C(=O)Nc2cc(OC)ccc2OC)CCCC3)c1 was read as p53ts 39C tox 16%, IkB signaling -2.8%, Imprint erasure -12%[10.9 µM] and p53ts 32C tox 37%[activator].
Cc1ccc(Cl)c(NC(=O)Nc2csc3c2CCCC3)c1 was read as p53ts 39C tox 9%, IkB signaling -1.3%, Imprint erasure -12%[10.9 µM] and p53ts 32C tox 3%.
For CCc1n[nH]c2c1/C(=N\O)CC(c1ccccc1)C2 (configuration not stated) the results were p53ts 39C tox -5%, IkB signaling 1.1%, Imprint erasure -1% and p53ts 32C tox -15%.
Screening O=C(O)CCC(=O)NCC1OCCc2ccccc21 (configuration not stated) returned p53ts 39C tox 16%, IkB signaling -0.1%, Imprint erasure 0% and p53ts 32C tox 14%.
CC1CC2(CC(C)(C(=O)CSc3nc4ccccc4s3)OC2=O)C(=O)O1 (configuration not stated) was read as p53ts 39C tox 1%, IkB signaling 3.0%, Imprint erasure 1% and p53ts 32C tox 1%.
`CS(=O)(=O)N(CC(=O)O)c1cccc(Cl)c1` gave p53ts 39C tox 12%, IkB signaling 0.8%, Imprint erasure 8% and p53ts 32C tox -6%.

Structures shown so far containing an aryl thioether with sulfur outside any ring (7):
`CSc1ccc(CCNC(=O)c2sc3ncccc3c2-n2cccc2)cc1` gave p53ts 39C tox -19%, IkB signaling inconclusive, Imprint erasure -15%[10.9 µM] and p53ts 32C tox -29%.
For COC(=O)c1ccc(CSc2ncnc3c2nnn3-c2ccc(F)cc2)o1 the results were p53ts 39C tox -7% and p53ts 32C tox -13%.
`Cc1nnc(SCC(N)=O)n1CC1CCCO1` (configuration not stated) gave p53ts 39C tox 8%, IkB signaling 2.4% and p53ts 32C tox -3%.
For Cn1cc(SCC(=O)NCc2ccc3c(c2)OCO3)c2ccccc21 the results were p53ts 39C tox 6%, IkB signaling -3.8%, Imprint erasure -87%[inhibitor] and p53ts 32C tox -15%.
Cc1nc(-c2ccccc2)sc1-c1ccc(SCC(=O)NCc2ccccc2Cl)nn1 was read as p53ts 39C tox -17%, IkB signaling -1.4%, Imprint erasure -18%[10.9 µM] and p53ts 32C tox -3%.
For CCC(c1nnc(SCC(=O)Nc2nnc(-c3ccccc3)o2)o1)N(C)C (configuration not stated) the results were p53ts 39C tox -9%, IkB signaling -0.5%, Imprint erasure 26% and p53ts 32C tox -1%.
CC1CC2(CC(C)(C(=O)CSc3nc4ccccc4s3)OC2=O)C(=O)O1 (configuration not stated) was read as p53ts 39C tox 1%, IkB signaling 3.0%, Imprint erasure 1% and p53ts 32C tox 1%.
